DAX1 inh-1 = DAX1 (NR0B1) inhibitors, primary screen, cell-based, HEK293, Gal4-DAX1, luciferase luminescence. inhibition, % at 6.75 µM. HEK293 Gal4-DAX1 luciferase reporter. 0.99% of 340,000 active. AID 504766, 2011;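 active = inhibition above the mean over all tested compounds plus 3 SD, cut at about 4.2% in these data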;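 also: 0% = DAX1-transfected cells with DMSO and 100% = empty-vector control cells with DMSO; inhibition shows as a rise in luminescence from relieved DAX1 repression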
Target sequence (P51843 207-470 limits assumed): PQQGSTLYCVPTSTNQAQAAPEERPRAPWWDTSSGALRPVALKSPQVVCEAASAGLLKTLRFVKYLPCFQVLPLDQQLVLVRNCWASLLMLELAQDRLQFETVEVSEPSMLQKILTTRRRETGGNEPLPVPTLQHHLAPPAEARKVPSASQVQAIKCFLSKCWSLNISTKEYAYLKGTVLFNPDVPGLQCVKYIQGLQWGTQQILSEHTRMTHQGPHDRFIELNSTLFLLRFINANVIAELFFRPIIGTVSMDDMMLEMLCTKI
hcDAF12 agonist = H. contortus DAF-12 nuclear receptor activators, primary screen, cell-based, luminescence, HEK293, lit1-tk-luc reporter; 1.4% of 370,000 active; HEK293 hcDAF-12 lit1-tk-luc reporter; 0% DMSO, 100% Δ7-dafachronic acid; activation, % at 6.8 µM;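 active = activation above the mean of all tested compounds plus 3 SD, cut at about 5.5% in these data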;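 also: 100% = response to 3 µM Δ7-dafachronic acid high control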
DAX1 inh-2 = DAX1 (NR0B1) inhibitors on StAR promoter, primary screen, cell-based, luminescence, SF-1 (NR5A1), full-length DAX-1 | HEK293T StAR-luciferase reporter, SF-1/DAX-1 repression relief | inhibition, % at 6.8 µM | 1.1% of 370,000 active | AID 652010, 2013;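 active = inhibition above the mean over all tested compounds plus 3 SD, cut at about 3.6% in these data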;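 also: 0% = DAX-1 cells with DMSO and 100% = cells lacking DAX-1 with DMSO; higher inhibition means more luminescence from relief of DAX-1 repression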
SMARCA2 activ = SMARCA2 (BRM) function activators, primary screen, cell-based, luminescence, high throughput. activation, % at 9.1 µM. 1% of 370,000 active. MG213 cells, MMTV-luciferase reporter, dexamethasone, overnight. AID 652017, 2013; in the data active = activation above about 7.8%;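 also: 0% = vehicle wells and 100% = reference activator wells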
GC-B act = human GC-B receptor activators, primary screen, HEK293 GC-B cells, cGMP TR-FRET, EC30 CNP; Atrial natriuretic peptide receptor 2 (Homo sapiens), P20594; 0% at EC30 CNP, 100% saturating CNP; activation, % at 10 µM; 0.11% of 370,000 active; AID 1920062, 2024;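 active = activation at 10 µM reaching about 35% in either raw or pattern-adjusted values, limit read from the data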
FXN GAA850 act = FXN promoter activators, primary screen, cell-based, luciferase luminescence, HEK293 lucGAA850 | activation, % at 6 µM | 0.56% of 360,000 active | AID 540364, 2011 | HEK293 lucGAA850 FXN promoter luciferase reporter, 24 h; percent of 10 µM SAHA response;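 active = activation above the average of all compounds screened plus 3 SD, cutoff fixed separately per campaign, cut at about 7.5% in these data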;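 also: 0% = DMSO wells and 100% = 10 µM SAHA wells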
GC-A act = GC-A stimulated cGMP production enhancers – HEK293 GC-A cells, cGMP TR-FRET, EC30 ANP, primary screen | 0% at EC30 ANP, 100% saturating ANP | activation, % at 10 µM | 0.14% of 370,000 active | AID 1671463, 2021; in the data active = activation above about 40%
ADAM10 inh = human ADAM10 inhibitors, primary screen, biochemical, QFRET, HTS; Disintegrin and metalloproteinase domain-containing protein 10 (Homo sapiens), O14672; recombinant ADAM10, EDANS/DABCYL FRET peptide cleavage, 3 h; inhibition, % at 7 µM; 0.62% of 370,000 active; AID 720582, 2013;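 active = inhibition above a per-campaign cutoff equal to the mean of compounds falling between control-based bounds plus 3 SD, cut at about 20% in these data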;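 also: 0% = DMSO wells while the 100% control is not disclosed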
hgDAF12 agonist = H. glycines DAF-12 receptor agonists, primary screen, cell-based, luminescence, HEK293, GAL4 fusion, UAS-luciferase | HEK293 GAL4-hgDAF12 UAS-luciferase reporter, agonist luminescence; normalized to butyrate control | 1.8% of 370,000 active | Nuclear hormone receptor DAF-12 (Heterodera glycines), GAL4 fusion | AID 687014, 2013 | activation, % at 6.8 µM;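 active = activation above a cutoff set at the mean of all screened compounds plus 3 SD, cut at about 10% in these data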;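 also: 0% = DMSO wells and 100% = sodium butyrate wells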
sPLA2-III inh = human group III sPLA2 inhibitors, primary screen, biochemical, QFRET, BODIPY PC-A2 liposome substrate. 0.56% of 370,000 active. AID 743126, 2013. inhibition, % at 12.2 µM. QFRET BODIPY PC-A2 liposome hydrolysis, fluorescence;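 active = inhibition above mean plus 3 SD of compounds lying within the high and low control bounds, cut at about 19% in these data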;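 also: 0% = median of test compound wells and 100% = no enzyme DMSO wells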
Target sequence (Q9NZ20 whole entry, looked up): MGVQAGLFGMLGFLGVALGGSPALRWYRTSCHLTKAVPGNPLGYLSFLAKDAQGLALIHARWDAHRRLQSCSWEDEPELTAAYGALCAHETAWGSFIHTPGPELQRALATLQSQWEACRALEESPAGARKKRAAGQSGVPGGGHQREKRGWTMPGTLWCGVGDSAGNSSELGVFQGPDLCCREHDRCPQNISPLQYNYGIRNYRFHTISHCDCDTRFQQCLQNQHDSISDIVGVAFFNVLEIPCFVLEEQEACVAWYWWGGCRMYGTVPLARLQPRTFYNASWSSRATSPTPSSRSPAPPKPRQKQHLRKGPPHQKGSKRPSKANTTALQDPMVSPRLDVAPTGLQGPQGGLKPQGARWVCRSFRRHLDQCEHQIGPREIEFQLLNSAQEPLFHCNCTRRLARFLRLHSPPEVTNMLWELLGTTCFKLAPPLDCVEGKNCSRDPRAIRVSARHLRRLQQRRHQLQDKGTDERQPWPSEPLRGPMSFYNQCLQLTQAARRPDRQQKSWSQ
ssDAF-12 act = S. stercoralis DAF-12 nuclear receptor activators, primary screen, cell-based, luminescence, HEK293, GRIP1 co-expression, lit1-tk-luc | AID 652126, 2013 | HEK293 ssDAF-12/GRIP1 lit1-tk-luc reporter; % of 3 µM dafachronic acid response | 1% of 370,000 active | activation, % at 6.8 µM | Nuclear hormone receptor DAF-12 (Strongyloides stercoralis);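 active = activation above the mean over all tested compounds plus 3 SD, cut at about 0.9% in these data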;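 also: 0% = DMSO-only wells and 100% = 3 µM delta7-dafachronic acid wells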
* = called active by the depositor; x = not tested or not shown.

SMILES	DAX1 inh-1	hcDAF12 agonist	DAX1 inh-2	SMARCA2 activ	GC-B act	FXN GAA850 act	GC-A act	ADAM10 inh	hgDAF12 agonist	sPLA2-III inh	ssDAF-12 act
N#Cc1cc([N+](=O)[O-])ccc1NCC1CCCO1 (centres undefined)	-0.7	-0.7	0.0	0.9	1.0	3.4	1.6	-1.4	-1.3	3.7	-0.6
CC(=O)c1sc(NC(=O)c2c(F)cccc2F)nc1C	0.3	0.1	1.0	1.6	1.0	0.2	-2.7	2.3	1.6	-0.9	-1.4
NC(=O)c1ncn([C@@H]2O[C@H](C(=O)Nc3ccc(C(=O)N4CCCCC4)cc3)[C@@H](O)[C@H]2O)n1	x	-0.7	0.8	-1.7	7.4	x	-2.2	-13.0	2.2	12.1	-1.3
COc1ccc2c(c1)c1c3n2CCN(C)C3=NCC1	0.2	-0.5	0.4	3.6	1.9	2.0	1.8	-205.3	0.4	3.2	-0.8
Cc1ccccc1-c1cc2nc(C)c(Cl)c(=O)n2[nH]1	0.8	-0.1	0.1	-1.0	-3.8	-0.1	-1.5	-18.3	2.1	1.2	-0.5
N#CCc1c(C#N)c(N)nc(Nc2ccccc2)c1C#N	2.3	-0.7	-0.3	0.8	-2.7	3.1	8.0	-6.1	-2.4	-7.6	-1.1
Cc1ccc(S(=O)(=O)N2[C@@H](c3cccc(Cl)c3)C(C(=O)O)=CC[C@H]2c2cccs2)cc1	1.1	-1.0	0.5	1.0	5.2	-0.9	-1.1	1.0	-2.6	-8.6	-0.9
O=C(NCCN1CCN(C(=O)Nc2ccccc2)CC1)Nc1ccccc1	-2.0	0.0	0.6	-1.5	-3.6	1.0	5.0	-3.7	-5.2	9.9	-0.5
O=C(c1ccco1)N1CCN(S(=O)(=O)c2ccc(Oc3ccccc3)cc2)CC1	0.1	-2.4	-1.5	-2.8	-2.7	1.3	4.5	7.1	-5.0	-14.2	-2.0
COc1ccc2c3c(n(C(=O)OC(C)(C)C)c2c1)C1CC=C(COC(C)=O)CN1CC3 (centres undefined)	x	1.4	2.6	-1.0	-2.6	x	0.9	-244.0	3.6	2.1	-0.6
CCN(CC(=O)NCc1ccc(Cl)cc1)C(=O)CN1C(=O)NC(CC)(c2ccccc2)C1=O (centres undefined)	0.5	-1.1	0.1	-0.1	5.4	0.8	-3.1	2.6	-0.6	1.8	-0.4
Cc1ccc(SCC(=O)NCC2CCCO2)cc1 (centres undefined)	2.1	-0.4	0.7	-0.8	4.6	1.1	-0.7	1.6	-0.1	9.0	-0.9
CC(C)(C)NC(=O)COc1ccc(-c2ccccc2)cc1	0.9	0.4	1.7	2.9	1.6	2.3	5.4	-0.8	4.5	-3.2	-1.9
O=C(COc1ccccc1F)N1N=C(c2cccs2)CC1c1ccco1 (centres undefined)	1.3	-1.9	0.9	-0.6	-2.6	3.1	0.8	-28.8	-2.7	-1.8	-1.1
COc1ccc(-c2cc3c(=O)n(CC(=O)Nc4cccc(Cl)c4)ncn3n2)cc1	1.6	0.7	0.2	4.5	-4.1	2.5	-7.8	-1.4	4.1	4.2	-0.3
O=C(COc1ccc(Cl)cc1Cl)NC(=O)NC1CCCC1	0.4	3.2	5.0*	6.8	3.7	5.3	-1.8	3.6	12.3*	1.5	-0.5
CC(=O)CSc1nc2cc3c(cc2cc1C#N)OCCO3	0.3	11.8*	7.9*	7.1	-4.2	5.2	5.8	-115.1	27.2*	-9.6	0.0
CC1(c2ccc3ccccc3c2)NC(=O)N(CC(=O)N2CCN(S(=O)(=O)c3ccccc3F)CC2)C1=O (centres undefined)	-0.5	-2.8	-2.3	-3.3	7.3	-1.9	4.3	6.3	-2.8	-18.4	-0.4
COC(=O)c1cc(S(=O)(=O)N2CCN(C(=O)C3CCCO3)CC2)cn1C (centres undefined)	x	2.1	0.7	-1.2	-2.5	x	0.8	-4.0	-0.5	-0.1	-1.3
O=C(NCCS(=O)(=O)NCc1cccnc1)c1ccccc1	0.5	-1.1	0.1	-1.3	6.5	1.6	0.5	-4.1	0.6	-2.9	-0.5
COC(=O)C[C@@H]1CC[C@@H]2[C@H](COc3ccc(NC(=O)c4cccc(OC)c4)cc3C(=O)N2C)O1	x	-0.7	-0.3	-2.1	7.8	x	7.3	-2.6	-1.9	4.8	-0.9
CC(C)NC(=O)C1CCCN(c2nnc(-n3cccc3)s2)C1 (centres undefined)	0.6	2.7	1.3	-3.0	0.2	1.3	0.5	-9.9	0.8	1.4	-0.6
CC(C)(C)S(=O)(=O)N1C[C@@H]2C(=C(CCO)C[C@@H]3C(=O)N(c4ccccc4)C(=O)[C@@H]32)[C@H]1CCO	x	3.3	-0.9	6.4	0.2	x	1.5	1.6	-0.5	-3.3	-0.7
CCCCC(=O)Nc1nn(CC)c2nc3c(C)cccc3cc12	-0.8	1.5	-0.3	-1.7	-5.9	0.7	0.7	-17.0	1.2	1.2	-0.8
Nc1ccccc1NC(=O)c1ccccc1	7.4*	2.1	4.3*	1.6	2.1	4.3	-4.2	-5.5	27.0*	7.2	-1.0
O=C(COC(=O)c1ccccc1C(=O)c1ccc(Cl)c([N+](=O)[O-])c1)NC1CCCCCC1	1.1	-1.2	0.1	9.4*	0.6	-6.5	-9.0	-4.5	1.2	-7.1	-1.5
CCN(CC)S(=O)(=O)c1cccc(C(=O)NCC(c2ccccc2)N(C)C)c1 (centres undefined)	0.4	-0.8	1.2	-2.9	-2.2	1.4	2.7	-8.7	-0.2	8.1	-1.5
COC(=O)C(Cc1ccc(OC(=O)c2ccccc2Cl)cc1)N1Cc2ccccc2C1=O (centres undefined)	2.6	3.3	1.4	4.5	-2.1	5.7	8.2	16.8	8.1	-31.3	-0.7
C=CCNC(=S)NNC(=O)c1csc(C)c1CC	0.6	-1.9	-0.5	-1.9	5.2	0.7	-0.1	5.4	0.0	1.4	-0.9
COn1c(SCc2cccc(Cl)c2)nc2ccccc2c1=O	0.3	-0.4	0.0	-5.5	-1.7	2.3	-9.5	-5.6	-2.4	4.8	-0.9
O=C(OCC(=O)N1CCOCC1)c1cc(F)c(F)cc1Cl	1.1	0.1	-0.2	-2.4	-1.3	3.2	4.0	-0.1	0.6	6.7	-1.3
COc1ccc(S(=O)(=O)N2CCC(NC(=O)OCc3c(Cl)cccc3Cl)CC2)cc1	1.4	-1.9	-1.0	2.8	-2.2	-1.1	-0.4	-1.3	-5.5	-5.3	-1.2
COc1ccc(NC(=O)C(c2ccc(C)cc2)N(C)C(=O)CC2NC(=O)NC2=O)cc1 (centres undefined)	-0.9	-0.5	-0.3	1.9	5.5	1.6	-1.3	1.3	-0.3	-2.5	-0.7
CC(C)(CNC(=O)c1sc2cc(Cl)ccc2c1Cl)N1CCOCC1	-0.9	-1.4	-1.3	4.3	-7.9	2.6	2.0	-1.3	-0.1	6.4	-0.1
O=C(Nc1cccc(Cl)c1Cl)c1snnc1-c1ccccc1	1.4	-2.1	-0.7	-0.1	-1.6	1.2	-1.0	12.9	-2.2	-9.2	-1.5
O=C(NCc1ccncc1)c1c(F)c(F)c(F)c(F)c1F	-0.1	-0.7	-1.4	-3.4	0.1	0.5	6.1	-16.2	-0.8	3.0	-1.0
COC(=O)c1cc2nc(-c3ccc(C)cc3)cc(C(F)(F)F)n2n1	0.7	0.6	0.8	-1.8	-7.8	1.5	1.1	-10.1	-2.5	0.7	-1.1
Cc1cc(C)cc(N(CC(=O)Nc2ccccc2-c2ccccc2)S(=O)(=O)c2ccccc2)c1	1.1	0.9	0.1	-2.1	-7.9	2.4	-10.5	-3.7	-1.6	14.3	-0.5
O=C(O)c1cc(-c2ccc(Cl)c(Cl)c2)n(-c2ccccc2)n1	0.7	0.1	0.0	-2.1	-2.9	0.7	-2.4	0.2	0.6	-15.5	-1.0
CCOC(=O)Cc1nnc2c(Nc3ccc(Cl)cc3)nc3nonc3n12	-1.4	-0.2	-1.6	-7.6	x	-2.4	x	-1.9	-1.7	-13.7	-0.8
Cn1c(SCc2ccccc2)nnc1-c1ccco1	0.5	-1.1	0.4	-0.5	0.7	2.6	4.1	-8.5	12.7*	6.8	-0.6
COc1cc(C(C)=O)ccc1OCc1nnc(-c2ccccc2Br)o1	0.5	0.4	0.1	-3.3	0.7	3.8	-0.7	3.7	2.5	2.8	-0.9
COC(=O)Cc1[nH]n(-c2ccccc2)c(=O)c1C=Nc1ccc(C)cc1	1.7	0.1	-0.1	-0.8	27.3	2.2	20.6	2.4	-2.2	-3.0	-0.9
O=C(NCC(=O)N(Cc1ccccc1)C(C(=O)NCC1CCCO1)c1ccccc1)c1cccs1 (centres undefined)	-1.8	-1.5	-1.4	-1.9	10.1	-1.1	0.8	8.5	-3.8	-4.8	-1.4
CC(C#Cc1ccc2c(c1)COc1c3ccccc3nn1-2)OC(C)(C)C (centres undefined)	0.2	0.7	0.3	2.4	4.2	2.9	2.7	-1.6	4.5	0.4	-0.7
Cc1nc2ccc(NC(=O)NCc3ccco3)cc2s1	0.6	-0.6	0.4	2.7	-0.5	-0.3	2.9	-8.2	0.6	-4.6	-0.9

Fetched by structure from the list above (4):
SMILES	DAX1 inh-1	hcDAF12 agonist	DAX1 inh-2	SMARCA2 activ	GC-B act	FXN GAA850 act	GC-A act	ADAM10 inh	hgDAF12 agonist	sPLA2-III inh	ssDAF-12 act
COc1cc(C(C)=O)ccc1OCc1nnc(-c2ccccc2Br)o1	0.5	0.4	0.1	-3.3	0.7	3.8	-0.7	3.7	2.5	2.8	-0.9
O=C(NCC(=O)N(Cc1ccccc1)C(C(=O)NCC1CCCO1)c1ccccc1)c1cccs1 (centres undefined)	-1.8	-1.5	-1.4	-1.9	10.1	-1.1	0.8	8.5	-3.8	-4.8	-1.4
Cn1c(SCc2ccccc2)nnc1-c1ccco1	0.5	-1.1	0.4	-0.5	0.7	2.6	4.1	-8.5	12.7*	6.8	-0.6
Cc1nc2ccc(NC(=O)NCc3ccco3)cc2s1	0.6	-0.6	0.4	2.7	-0.5	-0.3	2.9	-8.2	0.6	-4.6	-0.9

Screening results: PubChem BioAssay, several laboratories
